mHTT CaM bind: mHTT-calmodulin interaction abrogation; P42858; AlphaScreen His-mHTT/GST-CaM binding, luminescence; inhibition, % at 15 µM; 190,000 compounds, 3.6% hits;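 also: 0% = both proteins with DMSO and 100% = one protein alone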
Target sequence (P42858 whole entry, looked up, stated change not applied): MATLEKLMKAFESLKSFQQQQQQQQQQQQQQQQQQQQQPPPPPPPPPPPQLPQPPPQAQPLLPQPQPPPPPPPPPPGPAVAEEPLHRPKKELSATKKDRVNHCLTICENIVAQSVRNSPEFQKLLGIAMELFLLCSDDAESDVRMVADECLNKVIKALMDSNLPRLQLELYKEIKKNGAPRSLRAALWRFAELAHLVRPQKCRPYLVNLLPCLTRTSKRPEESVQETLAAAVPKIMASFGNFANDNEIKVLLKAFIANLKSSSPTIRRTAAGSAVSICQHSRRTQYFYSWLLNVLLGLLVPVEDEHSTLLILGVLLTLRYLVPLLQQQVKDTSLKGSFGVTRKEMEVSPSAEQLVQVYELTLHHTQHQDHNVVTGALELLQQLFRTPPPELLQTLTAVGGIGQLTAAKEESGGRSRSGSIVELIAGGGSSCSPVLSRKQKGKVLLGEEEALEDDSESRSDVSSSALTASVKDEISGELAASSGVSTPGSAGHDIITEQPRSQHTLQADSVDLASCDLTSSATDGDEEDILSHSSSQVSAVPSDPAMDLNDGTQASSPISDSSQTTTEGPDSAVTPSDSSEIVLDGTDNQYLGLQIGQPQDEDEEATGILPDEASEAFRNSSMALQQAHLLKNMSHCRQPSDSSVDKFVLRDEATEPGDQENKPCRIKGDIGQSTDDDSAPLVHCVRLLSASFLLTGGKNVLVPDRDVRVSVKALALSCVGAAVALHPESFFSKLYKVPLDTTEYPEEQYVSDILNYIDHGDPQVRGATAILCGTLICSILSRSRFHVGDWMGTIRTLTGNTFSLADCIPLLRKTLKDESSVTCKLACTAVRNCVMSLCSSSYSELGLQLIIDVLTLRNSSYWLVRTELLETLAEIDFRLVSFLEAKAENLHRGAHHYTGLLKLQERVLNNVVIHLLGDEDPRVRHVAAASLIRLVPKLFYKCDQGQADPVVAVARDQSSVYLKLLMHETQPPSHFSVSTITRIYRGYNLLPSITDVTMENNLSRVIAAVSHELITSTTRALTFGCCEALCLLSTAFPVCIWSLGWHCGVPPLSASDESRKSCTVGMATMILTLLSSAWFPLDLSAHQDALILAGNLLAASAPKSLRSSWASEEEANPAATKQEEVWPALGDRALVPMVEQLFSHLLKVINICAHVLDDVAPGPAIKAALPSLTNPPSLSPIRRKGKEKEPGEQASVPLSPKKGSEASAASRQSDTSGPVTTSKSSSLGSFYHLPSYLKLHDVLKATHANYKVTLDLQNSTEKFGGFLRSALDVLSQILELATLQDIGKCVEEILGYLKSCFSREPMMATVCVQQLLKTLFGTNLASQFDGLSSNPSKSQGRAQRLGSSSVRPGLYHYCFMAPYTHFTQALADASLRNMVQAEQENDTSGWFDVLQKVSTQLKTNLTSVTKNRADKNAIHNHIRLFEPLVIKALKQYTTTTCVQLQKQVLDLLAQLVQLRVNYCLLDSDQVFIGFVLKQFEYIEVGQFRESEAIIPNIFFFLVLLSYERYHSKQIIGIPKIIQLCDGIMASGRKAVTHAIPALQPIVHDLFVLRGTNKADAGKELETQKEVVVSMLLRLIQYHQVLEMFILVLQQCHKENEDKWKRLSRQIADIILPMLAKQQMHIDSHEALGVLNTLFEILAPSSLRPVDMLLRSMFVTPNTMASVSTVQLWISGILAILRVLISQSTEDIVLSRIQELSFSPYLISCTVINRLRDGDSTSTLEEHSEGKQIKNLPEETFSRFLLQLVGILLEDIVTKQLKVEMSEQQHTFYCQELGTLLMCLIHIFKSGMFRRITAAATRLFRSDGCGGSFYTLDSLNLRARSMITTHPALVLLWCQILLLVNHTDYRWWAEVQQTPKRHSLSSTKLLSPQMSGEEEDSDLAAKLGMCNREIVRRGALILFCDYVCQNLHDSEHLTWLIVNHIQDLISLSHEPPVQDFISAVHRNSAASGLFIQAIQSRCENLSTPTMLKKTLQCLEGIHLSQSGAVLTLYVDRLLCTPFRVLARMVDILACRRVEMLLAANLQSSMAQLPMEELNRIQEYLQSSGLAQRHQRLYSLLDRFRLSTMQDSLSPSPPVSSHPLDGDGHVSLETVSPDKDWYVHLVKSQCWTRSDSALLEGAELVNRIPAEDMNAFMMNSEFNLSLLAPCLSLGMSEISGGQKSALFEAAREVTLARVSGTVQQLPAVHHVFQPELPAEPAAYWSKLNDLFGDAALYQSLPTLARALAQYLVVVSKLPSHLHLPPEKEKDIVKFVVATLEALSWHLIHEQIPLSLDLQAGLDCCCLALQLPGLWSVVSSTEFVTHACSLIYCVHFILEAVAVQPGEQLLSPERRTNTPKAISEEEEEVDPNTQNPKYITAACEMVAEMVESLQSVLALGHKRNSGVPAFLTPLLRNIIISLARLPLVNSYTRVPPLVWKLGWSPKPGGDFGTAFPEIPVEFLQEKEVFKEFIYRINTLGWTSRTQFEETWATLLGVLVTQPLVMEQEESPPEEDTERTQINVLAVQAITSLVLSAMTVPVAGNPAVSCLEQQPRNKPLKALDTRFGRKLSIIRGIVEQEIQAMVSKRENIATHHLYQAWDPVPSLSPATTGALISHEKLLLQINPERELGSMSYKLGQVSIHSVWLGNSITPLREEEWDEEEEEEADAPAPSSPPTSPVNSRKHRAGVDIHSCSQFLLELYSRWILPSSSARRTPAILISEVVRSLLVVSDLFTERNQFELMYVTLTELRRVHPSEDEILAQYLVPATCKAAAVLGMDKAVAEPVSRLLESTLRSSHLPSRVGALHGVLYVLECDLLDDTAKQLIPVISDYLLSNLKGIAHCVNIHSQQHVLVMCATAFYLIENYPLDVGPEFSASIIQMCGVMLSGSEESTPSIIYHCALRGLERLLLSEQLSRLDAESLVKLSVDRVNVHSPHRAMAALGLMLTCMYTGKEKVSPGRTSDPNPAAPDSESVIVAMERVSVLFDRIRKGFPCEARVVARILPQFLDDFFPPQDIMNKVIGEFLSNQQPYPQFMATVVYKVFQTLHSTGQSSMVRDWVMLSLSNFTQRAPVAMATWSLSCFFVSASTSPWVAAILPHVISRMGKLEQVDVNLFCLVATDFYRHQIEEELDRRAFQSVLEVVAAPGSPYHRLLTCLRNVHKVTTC
Pf apPOL inh: Pf-apPOL DNA polymerase inhibition | Recombinant Pf-apPOL, molecular beacon fluorescence, 1.5 h | inhibition, % at 10 µM | 210,000 compounds, 0.25% hits | AID 1794808
Starred values were filed as active, the others as inactive; i = inactive; · = no result given; & = joins results of further samples. Rule as the data show it: active = inhibition above about 50%; inactive = the rest.

The first 4 entries, ahead of the listing:
#	Compound	Pf apPOL inh	mHTT CaM bind
1	CCC(Cc1ccccc1)NS(=O)(=O)c1ccc(F)c(C(=O)Nc2ccccc2OC)c1 (stereo not given)	-5	0
2	C=CC(=O)NC(O)C(O)NC(=O)C=C (stereo not given)	0	·
3	O=C(CCS(=O)(=O)c1ccccc1)Nc1onc2c1CSC2	20	-3
4	CC1=CC(=NC(C)=NS(=O)(=O)c2ccc(C)cc2)C=C(C)C1=O	-6	31

Results, repeating the preview:
#	Compound	Pf apPOL inh	mHTT CaM bind
1	CCC(Cc1ccccc1)NS(=O)(=O)c1ccc(F)c(C(=O)Nc2ccccc2OC)c1 (stereo not given)	-5	0
2	C=CC(=O)NC(O)C(O)NC(=O)C=C (stereo not given)	0	·
3	O=C(CCS(=O)(=O)c1ccccc1)Nc1onc2c1CSC2	20	-3
4	CC1=CC(=NC(C)=NS(=O)(=O)c2ccc(C)cc2)C=C(C)C1=O	-6	31
5	Cc1cc(=O)oc(C)c1C(=O)NC1CCCc2ccccc21 (stereo not given)	-16	20
6	CCOc1ccc(Nc2cc(=O)[nH]c(=O)[nH]2)cc1	-2	0
7	Cc1cc(=O)oc(C)c1C(=O)NCCN1CCOCC1	-8	29
8	Cc1cc(O)c2c(c1)OC(=Cc1cc(Br)cc3c1OCOC3)C2=O	2	11
9	COc1ccccc1/C=c1\sc2ncnn2c1=O	-23	5
10	O=c1[nH]cnc2ccc(Br)cc12	1	-2
11	Nc1ccc(Oc2ccc3c(c2)C(=O)N(CC2CCCO2)C3=O)cc1 (stereo not given)	3&38	12&3
12	CC1(C)CC(=O)C2=C(C1)Nc1ccccc1NC2c1ccc(-c2ccccc2[N+](=O)[O-])o1 (stereo not given)	-6	44
13	COc1ccc(Br)cc1COC(=O)C1c2ccccc2Oc2ccccc21	-6	·
14	Oc1ccc(N=Cc2nc(-c3ccccc3Br)oc2O)cc1	1	6
15	O=C(NC1CC2CC1N(C(=O)c1ccccc1C(F)(F)F)C2)c1cccnc1 (stereo not given)	-2	0
16	COc1ccc(OC)c(/C=C2\SC(=N)N(c3ccc(F)cc3)C2=O)c1	1	12
17	Nc1ncc(CSc2n[nH]c(-c3ccccc3)n2)s1	-4	5
18	O=C(Nc1ccccn1)C1c2ccccc2C(=O)N2CCc3ccccc3C12 (stereo not given)	-5	9
19	N#CC1=C(N)N2C(=C(C#N)C1c1c(F)cccc1Cl)Sc1ccccc12 (stereo not given)	-6	-6
20	N#CC(C#N)=C1CCOCC1	·	-5

Quoted at random: 2 records from the list, in no set order.
#	Compound	Pf apPOL inh	mHTT CaM bind
7	Cc1cc(=O)oc(C)c1C(=O)NCCN1CCOCC1	-8	29
13	COc1ccc(Br)cc1COC(=O)C1c2ccccc2Oc2ccccc21	-6	·

Later entries.
#	Compound	Pf apPOL inh	mHTT CaM bind
21	CNCC(O)COc1cccc(OC)c1 (stereo not given)	-5&-3	-3&-7
22	O=C(c1cccc(Cl)c1)N1CCC2(CC1)Nc1cccnc1NC2=NC1CCCC1	-8	33
23	O=C(CCCc1ccccc1)Nc1ccccc1-c1ccccc1	2	-14
24	O=C(CSc1ncnc2sc3c(c12)CCCC3)N1CCOCC1	2	0
25	Cc1ccc2c(c1)N(c1ccc(N(C)C)cc1)C=C(C(=O)N1CCCC1)S2(=O)=O	3	12
26	CS(=O)(=O)Oc1ccc2c(c1)OC(=Cc1cc(Cl)cc3c1OCOC3)C2=O	-6	-5
27	COc1ccccc1-c1coc2c3c(ccc2c1=O)OCN(CCc1ccccc1)C3	-10	22
28	Cc1ccccc1-n1c(=O)c2ccccc2n2c(=O)[nH]nc12	1	3
29	O=C(CCS(=O)(=O)c1ccccc1)Nc1ccc(-c2nc3ccccc3s2)c(O)c1	-7	-16
30	CCC1=NC(c2cc(Br)ccc2O)N(O)C1(C)C (stereo not given)	-7	9
31	NC(=O)c1nn2c(c1Br)NC(c1ccc(Br)o1)CC2C(F)(F)F (stereo not given)	2	0
32	COc1ccc(C(=O)NCC2CCN(c3cc(-c4ccccn4)[nH]n3)CC2)cc1	-4	37
33	CC1CC2(C)Oc3ccccc3C3OCC1(CO)C(C)C32 (stereo not given)	-12&-1	4&1
34	CC(=O)Nc1ccc(NS(=O)(=O)Cc2ccccc2)cc1	-2	-2
35	COCC(=O)N1CCC2(CC1)SCC(=O)N2c1cccc(C)c1	-3	-2
36	O=c1c2c(ncn2Cc2ccccc2)n(-c2ccccc2)c(=O)n1C1CC1	-6	-1
37	O=c1ccc(S(=O)(=O)N2CCCCC2)cn1Cc1ccccc1F	-1	-3
38	CCc1ccc(C2=C/C(=C\c3ccc(C)o3)C(=O)O2)cc1	7	69*
39	CC1CCN(C(=O)C2CCc3sc(C(=O)N4CCCCC4)cc3C2)CC1 (stereo not given)	0	5
40	O=C(NCc1cccc(Cl)c1)C1CCN(c2ccncc2)CC1	1	0

(more compounds)
#	Compound	Pf apPOL inh	mHTT CaM bind
41	Cc1noc(C2CCCCN2C(=O)c2cc(-c3ccccc3)n[nH]2)n1 (stereo not given)	-4	-4
42	CN1CCN(c2nc3ccc(NC(=O)c4ccc(Cl)s4)cc3s2)CC1	-10	8
43	CCC(=O)Nc1ccc(NC(=O)COc2ccc(I)cc2)cc1	-4	-1
44	CCOc1ccc(C(=O)N2CCCCC2)cc1	2	1
45	O=C1CN(C(=O)Cc2ccc3c(c2)OCO3)c2ccccc2N1	6	-4
46	COc1ccc2c(C)nc(Nc3ncc(O)[nH]3)nc2c1	-4	-4
47	CCOc1ccc(-c2noc(Cc3nc(-c4ccc(F)cc4)cs3)n2)cc1	1	-8
48	CC(=O)Nc1cccc(NC(=O)c2ccc(Cl)cc2)c1	4	-3
49	CCc1onc(C)c1C1CCCN1C(=O)c1cc(-c2cccc(OC)c2)no1 (stereo not given)	-3	8
50	CC(C)C(NC(=O)c1ccccc1)C(C)C	-7	-7
51	O=c1nc2s/c(=C\c3ccco3)c(=O)n2nc1Cc1ccccc1	-6	-2
52	COc1cccc(CSc2nc3c(c(=O)[nH]2)CN(Cc2ccccc2)CC3)c1	0	-1
53	O=C(Nc1c(F)c(F)c(F)c(F)c1F)c1cccs1	-23	-8
54	COc1cccc(C2C(C(=O)Nc3cccnc3)=C(C)Nc3ncnn32)c1OC (stereo not given)	0	-9
55	Cc1oc(C2CCN(C(=O)C(C)(C)C)CC2)nc1C(=O)N(C)C	3	-4
56	COc1ccc(-c2ncccc2CNC(=O)C2CC2)cc1	-9	-3
57	CN(C)c1nc(=S)ss1	-3&1	·
58	O=C1C(=O)N(CN2CCN(Cc3ccccc3)CC2)c2ccccc21	-7	4
59	O=C(CN(Cc1ccccc1)S(=O)(=O)c1ccc2c(c1)OCCO2)NCc1ccccc1	-8	1
60	Cc1ccc(NC(=O)N2CCOc3ccc(C)cc32)cc1	-2	-1

Further results
#	Compound	Pf apPOL inh	mHTT CaM bind
61	O=C(Cn1nc2c(c1NC(=O)c1c[nH]c3ccccc13)CSC2)NCCc1ccccc1	0	93*
62	CN(C)Cc1c(N)cccc1O	7	3
63	O=C(NNC1=NCCN1Cc1ccccc1)c1cccc(C(F)(F)F)c1	-4	·
64	O=C(Nc1ccc(-c2ccc([N+](=O)[O-])cc2)cc1)c1ccccc1O	-8	9
65	COCCN1C(=O)Cc2ccccc2C1C(=O)NCc1ccc(N(C)C)cc1 (stereo not given)	-3	10
66	Cn1nc(-c2nc(Cc3ccccc3)no2)c2c1CCN(C(=O)Cc1cccc(F)c1)C2	-7	15
67	O=C1OC(c2ccccc2Br)=N/C1=C\c1ccccc1Cl	-4	-5
68	CCOC(=O)CCCN1C(=O)C(=Cc2ccc(C(=O)OC)cc2)SC1=S	-5	13
69	Cc1ccc(S(=O)(=O)Nc2ccncc2)c(C)c1N(C)S(=O)(=O)c1ccc(F)cc1	-4&-4	-3&4
70	CCOC1=NN(c2ccc([N+](=O)[O-])cc2)C(=O)/C1=C/c1cc(OC)ccc1OC	0	7
71	O=C(CCc1ccccc1)Nc1ccc2c(c1)C(=O)OC2	-8	·
72	COCCNC(=O)Nc1nc2cc3c(cc2s1)OCO3	-2	-2
73	c1ccc(Cn2c(-c3ccccn3)nc3ccccc32)cc1	2	-2
74	Cn1sc(=O)c2ccc(S(=O)(=O)NCCc3ccncc3)cc21	6	·
75	CCC(C)NC(=O)c1cn(C2CCCC2)c(=O)c2c1c1ccccc1n2C (stereo not given)	1	7
76	CCNC(=O)C1CCN(c2ccccc2Oc2ccccc2)C1=O (stereo not given)	0	4
77	COc1cccc2c1NC(c1ccc([N+](=O)[O-])cc1)C1CC=CC21 (stereo not given)	5	70*
78	O=C(O)CC(Cc1ccc(Cl)cc1)C(=O)Nc1ccccc1I (stereo not given)	1	0
79	O=C(Nc1cccc(F)c1)c1cc(S(=O)(=O)N2CCC3(CC2)OCCO3)ccc1F	-1	12
80	c1cc(N2CCCC2)ccc1-c1noc(C2CCC2)n1	-2	0

Following part:
#	Compound	Pf apPOL inh	mHTT CaM bind
81	O=C(CN1C(=O)C2CCCCC2C1=O)N1CCN(Cc2ccc3c(c2)OCO3)CC1 (stereo not given)	4	-2
82	NC1=NC(c2c[nH]c3ccc(F)cc23)n2c(nc3ccccc32)N1 (stereo not given)	·	3
83	Cc1noc(-c2ccc(NC(=O)COc3ccc(Cl)cc3Cl)cc2)n1	-2	-18
84	CCn1c(C2CCN(S(=O)(=O)c3cccc(Br)c3)C2)nc2cccnc21 (stereo not given)	-4	4
85	Cc1cccc(N2CC(C(=O)N(C)Cc3ccccc3)CC2=O)c1 (stereo not given)	-2	-1
86	O=C(c1nn2c(C(F)(F)F)cc(-c3ccco3)nc2c1Cl)N1CCCC1	-2	2
87	Cc1cc(CNC(=O)Cc2ccccc2Cl)c(C)o1	-5	-5
88	CCCCOc1ccc(C(=O)O/N=C2\C(=O)N(C)c3ccccc32)cc1	-5	i
89	FC(F)(F)c1ccc2nc(SCc3cc(Cl)cc4c3OCOC4)[nH]c2c1	-2	·
90	O=C(NC(Nc1ccccc1F)C(Cl)(Cl)Cl)c1ccccc1 (stereo not given)	-2	-4
91	CC(CC(=O)N1CCN(c2ccc(F)cc2)CC1)c1ccccc1 (stereo not given)	-8	7
92	COc1cc(NC(=O)c2sc3nc(C)nc(N4CCCCC4)c3c2C)cc(OC)c1OC	0	24
93	CCC(C)NC(=O)N1CCN(Cc2nc3cccnc3n2-c2ccc(OC)cc2)CC1 (stereo not given)	-5	3
94	CCOc1ccc(-c2cn3c(CC(=O)NCc4ccccn4)csc3n2)cc1	-15	5
95	CN(C)c1ccc(CN(CCO)CCO)cc1	0	3
96	COc1ccc(OC)c(S(=O)(=O)c2ccc(C)c(C)c2)c1	-10	3
97	CCCC1=NN2C(=N)/C(=C/c3ccccc3C)C(=O)N=C2S1	-4	1
98	CCOc1cccc2c1OC(c1cccc(Cl)c1)N1N=C(c3ccco3)CC21 (stereo not given)	-16	35
99	Cc1nn(C2CCS(=O)(=O)C2)c(C)c1S(=O)(=O)N1CCc2ccccc2C1 (stereo not given)	-12	14
100	CCOc1ccc(N2C(=O)CCC2=O)cc1	-8	3

Other results
#	Compound	Pf apPOL inh	mHTT CaM bind
101	COc1cc(C2C(C#N)=C(N)Oc3n[nH]c(C45CC6CC(CC(C6)C4)C5)c32)ccc1O (stereo not given)	-4	46
102	O=C(COc1ccc2c(c1)OC(=Cc1ccco1)C2=O)OCc1ccccc1	-7	3
103	Cc1noc(C)c1S(=O)(=O)N1CCC(CC(=O)NCc2ccc3c(c2)OCO3)CC1	-4	-3
104	Cc1cccc(N2CCN(S(=O)(=O)c3ccc(F)cc3)C(C)C2=O)c1C (stereo not given)	0	-3
105	COc1ccc(/C=C2/N=C(c3cccc(I)c3)OC2=O)c(OC)c1	4	1
106	Cc1ccc(OCC(O)CN2C(C)(C)CC(O)CC2(C)C)cc1 (stereo not given)	-4	-2
107	N#Cc1c(N)nc(SCC(=O)c2ccc(Br)cc2)c(C#N)c1-c1cccs1	0	10
108	COCCC1CCN(C(=O)CN(C)C(=O)Cc2cccnc2)CC1	-2	-3
109	CN1CCN(C(=O)C2CCN(c3ccc(Br)cc3F)C2=O)CC1 (stereo not given)	-4	-2
110	COc1ccc(C(=O)Nc2c3c(nn2-c2ccccc2)CSC3)cc1OC	2	19
111	O=C(Cn1nc2c(cc1=O)CCCC2)NCc1ccc2c(c1)OCO2	-5	0
112	Cc1ccc(N2C(=O)C3C(C2=O)C2C=CC3C23CC3)cc1Br (stereo not given)	-3	2
113	Cc1cccc(OCc2nc(C(=O)N3CCOCC3)cs2)c1C	-3	7
114	Cc1c(C=O)c(C=O)c(C)n1-c1ccccc1	-6	6
115	O=[N+]([O-])c1ccc(OCC(O)Cn2c(CO)nc3ccccc32)cc1 (stereo not given)	-3	7
116	c1coc(CN2CCCC(OCc3nc(-c4ccncc4)no3)C2)c1 (stereo not given)	-1	-1
117	Cc1noc(C)c1C1CCCN1C(=O)NCCc1ccccc1 (stereo not given)	-3	-8
118	Cn1nc(-c2nc(Cc3ccccc3)no2)c2c1CCN(C(=O)CC(C)(C)C)C2	-2	-5
119	Cc1ccc(CNS(=O)(=O)c2ccc(F)c(C(=O)Nc3ccc(F)cc3)c2)cc1	27	3
120	COc1ccc(C2(CNC(=O)C3CCN(S(C)(=O)=O)CC3)CCCC2)cc1	0	-1

Copied from above: nos. 117 to 120
#	Compound	Pf apPOL inh	mHTT CaM bind
117	Cc1noc(C)c1C1CCCN1C(=O)NCCc1ccccc1 (stereo not given)	-3	-8
118	Cn1nc(-c2nc(Cc3ccccc3)no2)c2c1CCN(C(=O)CC(C)(C)C)C2	-2	-5
119	Cc1ccc(CNS(=O)(=O)c2ccc(F)c(C(=O)Nc3ccc(F)cc3)c2)cc1	27	3
120	COc1ccc(C2(CNC(=O)C3CCN(S(C)(=O)=O)CC3)CCCC2)cc1	0	-1

(cont.)
#	Compound	Pf apPOL inh	mHTT CaM bind
121	COCCn1cc2c3c(cccc31)CN(C(=O)Nc1cc(C)ccc1C)CC2	-3	33
122	COc1cc(/C=C2/SC(=N)NC2=O)cc(Br)c1O	-24	8
123	O=C(Nc1ccccc1Br)c1ccco1	-3	-6
124	Cc1cc(OCC(=O)O)cc(C)c1Cl	14	4
125	CC(C)CCNC(=O)C1CCCN(c2ncc(-c3ccc(F)cc3)cn2)C1 (stereo not given)	-4	-4
126	Cc1ccc(NC(=O)CN2C(=O)C(=O)c3ccccc32)cc1C	10	2

Screening results deposited in PubChem BioAssay by University of Kansas High Throughput Screening Laboratory.
